Screening data from PubChem BioAssay.
Mtb BioA inh = blocks M. tuberculosis BioA enzyme activity; purified M. tuberculosis BioA enzyme, plate reader; inhibition, % at 9.99 µM; hit rate 0.096% among 360,000; AID 602481; in the data active means inhibition above about 40%
An asterisk follows results filed as active. A portion of the library; count on the stated rates, not on these rows.

canonical_smiles	Mtb BioA inh
C[C@H]1CN([C@@H](C)CO)C(=O)Cc2cc(NC(=O)NC3CCCCC3)ccc2O[C@@H]1CN(C)C(=O)Nc1cccc2ccccc12	-3.3
Cc1ccc(S(=O)(=O)Nc2ccc3c(c2)CC(=O)N([C@@H](C)CO)C[C@@H](C)[C@@H](CN(C)S(=O)(=O)c2ccccc2)O3)cc1	-4.0
COCC#Cc1cnc2c(c1)C(=O)N([C@@H](C)CO)C[C@@H](C)[C@H](CN(C)C(C)=O)O2	2.5
C[C@H](CO)N1C[C@H](C)[C@H](CN(C)S(=O)(=O)c2cn(C)cn2)Oc2ncc(Br)cc2C1=O	0.7
C[C@@H]1CN([C@H](C)CO)S(=O)(=O)c2ccc(C#CCC3CCCC3)cc2O[C@@H]1CN(C)C(=O)CN(C)C	0.5
CCCC(=O)Nc1ccc2c(c1)C(=O)N(C)[C@H]1CC[C@H](CC(=O)Nc3cn(C)nc3C)O[C@H]1CO2	6.6
C[C@H]1CCCCO[C@@H](CN(C)C(=O)Nc2ccc(C(F)(F)F)cc2)[C@@H](C)CN([C@@H](C)CO)C(=O)c2cc(NS(=O)(=O)c3ccc(Cl)cc3)ccc2O1	-1.7
COc1ccc(NC(=O)N(C)C[C@H]2Oc3ccc(N(C)C)cc3CC(=O)N([C@@H](C)CO)C[C@H]2C)cc1	-2.4

More entries
canonical_smiles	Mtb BioA inh
CC(C)NC(=O)N(C)C[C@@H]1Oc2c(NC(=O)c3nc4ccccc4s3)cccc2C(=O)N([C@H](C)CO)C[C@H]1C	-2.4
COc1ccc(-c2cnc3c(c2)C(=O)N([C@H](C)CO)C[C@@H](C)[C@H](CN(C)S(C)(=O)=O)O3)cc1	32.0
COc1ccc(CN2C[C@@H](O)COC[C@@H]3O[C@@H](CC(=O)NCCN4CCCC4)CC[C@H]32)cc1	1.2
CCCC(=O)Nc1ccc2c(c1)C(=O)N(C)C[C@H](OC)[C@H](C)CN(C(=O)c1ccccn1)[C@H](C)CO2	-3.7
Cc1ccc(S(=O)(=O)N(C)C[C@H]2Oc3ccc(NC(=O)Nc4ccc(F)cc4)cc3C(=O)N([C@H](C)CO)C[C@H]2C)cc1	1.2
CC(C)C#Cc1cnc2c(c1)C(=O)N([C@@H](C)CO)C[C@H](C)[C@H](CN(C)C(=O)c1ccccc1F)O2	3.7
C[C@H]1CN([C@@H](C)CO)C(=O)c2cc(C3=CCCC3)cnc2O[C@H]1CN(C)Cc1ccc(F)cc1	2.9
C/C=C/c1ccc([C@H]2[C@@H](CO)N(C(=O)NC3CCCC3)[C@H]2C#N)cc1	3.3

Additional records follow.
canonical_smiles	Mtb BioA inh
N#C[C@@H]1[C@H](c2ccc(C3=CCCC3)cc2)[C@H](CO)N1S(=O)(=O)c1cccc(F)c1	-1.6
CN(C)CC#Cc1ccc([C@H]2[C@H](CO)N3CCCCN(C(=O)NC4CCCC4)C[C@@H]23)cc1	2.4
CCNC(=O)C[C@H]1CC[C@H]2[C@@H](COC[C@H](O)CN2C(=O)C2CCCC2)O1	-0.9
COc1ccc(-c2ccc([C@H]3[C@@H](C#N)N(C(=O)NC4CCCC4)[C@@H]3CO)cc2)cc1	-5.1
C[C@@H]1CN([C@@H](C)CO)C(=O)Cc2cc(NC(=O)Cn3cnnn3)ccc2O[C@H]1CN(C)C	1.0
CC(C)C#Cc1cnc2c(c1)C(=O)N([C@H](C)CO)C[C@@H](C)[C@H](CN(C)C(=O)c1ccccn1)O2	1.7
CCCC(=O)Nc1ccc2c(c1)OC[C@@H](C)N(CC1CCCC1)C[C@H](C)[C@@H](OC)CN(C)C2=O	-0.9
CCCC(=O)Nc1ccc2c(c1)C(=O)N(C)[C@@H]1CC[C@@H](CC(=O)O)O[C@H]1CO2	-4.4

Carrying on.
canonical_smiles	Mtb BioA inh
C[C@H](CO)N1C[C@H](C)[C@H](CN(C)C(=O)NC2CCCCC2)Oc2ncc(-c3cc4ccccc4o3)cc2C1=O	-0.8
CO[C@H]1CN(C)C(=O)c2cc(NC(=O)c3ccc(-c4ccccc4)cc3)ccc2OC[C@@H](C)NC[C@@H]1C	3.0
CN(C)C(=O)C[C@@H]1C[C@@H]2c3cc(NC(=O)CC4CC4)ccc3O[C@@H]2[C@H](CO)O1	-0.4
CN1C(=O)c2cc(NC(=O)c3ccc(C(F)(F)F)cc3)ccc2OC[C@H]2O[C@@H](CC(=O)O)CC[C@H]21	-1.8
CN(C)C(=O)C[C@@H]1CC[C@@H](NC(=O)c2ccc(F)cc2)[C@H](CO)O1	0.2
COc1ccc(CN(C)C[C@H]2Oc3c(NC(=O)c4ccncc4)cccc3C(=O)N([C@H](C)CO)C[C@@H]2C)cc1	1.5
C[C@H]1CN([C@@H](C)CO)C(=O)c2cc(C#CC3(O)CCCC3)cnc2O[C@H]1CN(C)Cc1cncnc1	-0.1
CO[C@H]1CN(C)C(=O)c2ccc(NC(=O)Nc3ccc(Cl)cc3)cc2OC[C@H](C)N(C)C[C@H]1C	0.8

2 entries drawn at random from those above, as already listed:
canonical_smiles	Mtb BioA inh
CO[C@H]1CN(C)C(=O)c2ccc(NC(=O)Nc3ccc(Cl)cc3)cc2OC[C@H](C)N(C)C[C@H]1C	0.8
C[C@H]1CN([C@@H](C)CO)C(=O)c2cc(C#CC3(O)CCCC3)cnc2O[C@H]1CN(C)Cc1cncnc1	-0.1

Next part.
canonical_smiles	Mtb BioA inh
Cc1ccc(S(=O)(=O)N(C)C[C@H]2Oc3ncc(-c4ccncc4)cc3C(=O)N([C@H](C)CO)C[C@H]2C)cc1	3.6
O=C(C[C@H]1C[C@H]2c3cc(NC(=O)CC4CC4)ccc3O[C@H]2[C@@H](CO)O1)NCc1ccc2c(c1)OCO2	-5.4
O=C(NCC[C@H]1CC[C@@H](NS(=O)(=O)c2ccc(Cl)cc2)[C@@H](CO)O1)c1ccccc1F	-0.5
O=C(C[C@@H]1CC[C@H](NC(=O)Nc2cc(F)ccc2F)[C@H](CO)O1)NCc1ccccn1	-2.0
COCC(=O)N(C)C[C@@H]1Oc2ncc(-c3ccccc3F)cc2C(=O)N([C@@H](C)CO)C[C@H]1C	-1.1
C[C@H]1CN([C@@H](C)CO)C(=O)Cc2cc(NS(=O)(=O)c3cccs3)ccc2O[C@H]1CN(C)CC1CCCCC1	0.8
C[C@@H]1CN([C@@H](C)CO)C(=O)c2cccc(NS(=O)(=O)c3ccccc3)c2O[C@@H]1CN(C)Cc1ccccc1	-2.8
C[C@H](CO)N1C[C@H](C)[C@@H](CN(C)Cc2cncnc2)Oc2ncc(C#CC(C)(C)O)cc2C1=O	-0.5

Additional results:
canonical_smiles	Mtb BioA inh
CCC(=O)N1C[C@@H](C)[C@@H](OC)CN(C)C(=O)c2cc(NC(=O)C3CCOCC3)ccc2OC[C@H]1C	-1.0
CCCC(=O)Nc1ccc2c(c1)OC[C@@H](C)N(Cc1cc(F)ccc1F)C[C@@H](C)[C@H](OC)CN(C)C2=O	0.4
O=C(NC[C@H]1N[C@H](CO)[C@H]1c1ccccc1)C1CC1	-3.6
C[C@@H]1CN([C@@H](C)CO)C(=O)c2cc(NS(=O)(=O)c3cn(C)cn3)ccc2O[C@@H](C)CCCCO[C@H]1CN(C)C(=O)Cc1ccccc1	1.1
CCCN1[C@@H]2Cn3c(ccc(-c4cccnc4)c3=O)[C@H]1[C@@H](C(=O)NCCc1cn(C)cn1)[C@@H]2CO	-0.4
C[C@@H]1CCCCO[C@@H](CN(C)Cc2ccc(C(F)(F)F)cc2)[C@H](C)CN([C@@H](C)CO)C(=O)c2cc(NS(=O)(=O)c3cccs3)ccc2O1	-0.9
CC=Cc1ccc2n(c1=O)C[C@@H]1[C@@H](CO)[C@H](C(=O)NCCc3ccccc3)N(C(C)=O)[C@H]21 (mixture of isomers)	-1.1
C[C@H]1CN([C@@H](C)CO)C(=O)c2cc(NS(=O)(=O)c3ccc(Cl)cc3)ccc2O[C@@H]1CN(C)S(=O)(=O)c1ccc(Cl)cc1	-1.1

Going on with the list.
canonical_smiles	Mtb BioA inh
O=C(N1CCOCC1)[C@]1(CCS(=O)(=O)c2ccccc2)N=C(c2ccc(OCCCO)cc2)O[C@@H]1c1ccccc1	-4.0
CN(C)C(=O)c1cccc(-c2ccc([C@H]3[C@@H](CO)N4CCCCN(C(=O)C5CCCC5)C[C@H]34)cc2)c1	6.3
COCCNC(=O)[C@@H]1[C@@H](CO)[C@@H]2Cn3c(ccc(C4=CCCCC4)c3=O)[C@H]1N2Cc1cocn1	-1.6
O=C(C[C@@H]1CC[C@H]2[C@@H](COC[C@@H](O)CN2Cc2ccccc2F)O1)N[C@H]1CCN(Cc2ccccc2)C1	-0.1
O=C(NCC1CCCCC1)[C@H]1[C@H](CO)[C@H]2Cn3c(ccc(C4=CCCC4)c3=O)[C@@H]1N2C(=O)CC1CC1	-2.4
C[C@@H]1CCCCO[C@H](CN(C)S(=O)(=O)c2cccs2)[C@H](C)CN([C@@H](C)CO)C(=O)c2cc(NS(=O)(=O)c3ccccc3)ccc2O1	-1.9
CCNC(=O)C[C@@H]1CC[C@@H]2[C@H](COc3ccc(NC(=O)Nc4cccc(F)c4)cc3C(=O)N2C)O1	32.5
CO[C@H]1CN(C)C(=O)c2ccc(NS(=O)(=O)c3ccccc3C)cc2OC[C@@H](C)N(S(C)(=O)=O)C[C@@H]1C	-1.8

Reformatted as labelled records: entries from further up.
Structure: COCCNC(=O)[C@@H]1[C@@H](CO)[C@@H]2Cn3c(ccc(C4=CCCCC4)c3=O)[C@H]1N2Cc1cocn1
  Mtb BioA inh: -1.6

Structure: O=C(C[C@@H]1CC[C@H]2[C@@H](COC[C@@H](O)CN2Cc2ccccc2F)O1)N[C@H]1CCN(Cc2ccccc2)C1
  Mtb BioA inh: -0.1

Structure: O=C(NCC1CCCCC1)[C@H]1[C@H](CO)[C@H]2Cn3c(ccc(C4=CCCC4)c3=O)[C@@H]1N2C(=O)CC1CC1
  Mtb BioA inh: -2.4

Next entries
canonical_smiles	Mtb BioA inh
CO[C@@H](CN(C)C(=O)Nc1ccc(F)cc1)[C@@H](C)CN(Cc1ccccc1Cl)[C@H](C)CO	5.2
C[C@@H]1CCCCO[C@@H](CN(C)C(=O)CCC(F)(F)F)[C@@H](C)CN([C@H](C)CO)C(=O)c2cc(NC(=O)Nc3ccc4c(c3)OCO4)ccc2O1	-0.5
C[C@@H]1CN([C@@H](C)CO)C(=O)c2cccc(NC(=O)Nc3ccccc3)c2O[C@@H]1CN(C)Cc1ccc(-c2ccccc2)cc1	0.4
CN1CCN(C(=O)C[C@H]2CC[C@@H]3[C@H](COC[C@@H](O)CN3C(=O)C3CCCC3)O2)CC1	-4.1
Cc1noc(C)c1NC(=O)Nc1ccc2c(c1)C(=O)N([C@H](C)CO)C[C@H](C)[C@H](CN(C)S(C)(=O)=O)OCCCC[C@@H](C)O2	-3.4
C[C@H](CO)N1C[C@H](C)[C@@H](CN(C)Cc2ccc(C(F)(F)F)cc2)Oc2c(NS(=O)(=O)c3ccc(F)cc3)cccc2C1=O	3.5
C[C@H](CO)N1C[C@H](C)[C@H](CN(C)S(=O)(=O)c2ccc(Cl)cc2)Oc2ccc(NS(=O)(=O)c3ccc(Cl)cc3)cc2CC1=O	1.5
COc1cccc(S(=O)(=O)N(C)C[C@@H]2Oc3ncc(C#Cc4ccc(OC)c(OC)c4)cc3C(=O)N([C@H](C)CO)C[C@@H]2C)c1	0.4

Later entries
canonical_smiles	Mtb BioA inh
C[C@@H]1CN([C@@H](C)CO)C(=O)c2cc(NC(=O)CCC(F)(F)F)ccc2O[C@H]1CN(C)S(=O)(=O)c1ccc(F)cc1	-1.0
CC(C)NC(=O)Nc1ccc2c(c1)C(=O)N([C@H](C)CO)C[C@H](C)[C@H](CN(C)C(=O)Nc1ccc(F)cc1)OCCCC[C@@H](C)O2	-0.1
C[C@H]1CN([C@@H](C)CO)C(=O)Cc2cc(NC(=O)Nc3ccccc3)ccc2O[C@@H]1CN(C)Cc1ccccc1	-1.3
O=C(c1cccc(F)c1)N1CC[C@@H]2[C@H]1c1cc(C#Cc3cccc(F)c3)ccc1N[C@@H]2CO	-3.1
COc1ccc(S(=O)(=O)Nc2ccc3c(c2)C(=O)N([C@H](C)CO)C[C@@H](C)[C@@H](CN(C)S(=O)(=O)c2cn(C)cn2)OCCCC[C@H](C)O3)cc1	-1.2
CC1C=NC(S(=O)(=O)N2CC[C@@H]3[C@H]2c2cc(-c4ccc(F)cc4)ccc2N(C)[C@H]3CO)=N1 (some centres undefined)	1.7
O=C(C[C@@H]1C=C[C@@H](NC(=O)Nc2ccc3c(c2)OCO3)[C@H](CO)O1)NCc1ccc(F)cc1	-1.5
C[C@H](CO)N1C[C@H](C)[C@@H](CN(C)C(=O)c2ccc3c(c2)OCO3)Oc2ncc(C3=CCCCC3)cc2C1=O	6.3

Later entries.
canonical_smiles	Mtb BioA inh
COc1ccc(CN(C)C[C@@H]2OCCCC[C@@H](C)Oc3ccc(NC(=O)c4ccccc4)cc3C(=O)N([C@H](C)CO)C[C@H]2C)cc1	1.2
C[C@H](CO)N1C[C@H](C)[C@H](CN(C)C(=O)Nc2ccc3c(c2)OCO3)Oc2ccc(NS(=O)(=O)c3cccs3)cc2C1=O	-0.3
COc1ccc(NC(=O)N(C)C[C@H]2Oc3ccc(NS(=O)(=O)c4cn(C)cn4)cc3CC(=O)N([C@H](C)CO)C[C@H]2C)cc1	-0.7
C[C@H](CO)N1C[C@H](C)[C@@H](CN(C)C(=O)CC2CC2)Oc2ncc(C#CC3(O)CCCC3)cc2C1=O	1.0
C[C@@H]1CN([C@H](C)CO)C(=O)c2cc(-c3ccc(C#N)cc3)cnc2O[C@@H]1CN(C)C(=O)Nc1ccccc1	2.7
CN(C)C(=O)c1cccc(-c2ccc3c(c2)[C@H]2[C@H](CCN2Cc2nccs2)[C@H](CO)N3)c1	-1.1
CC(C)NC(=O)N(C)C[C@@H]1Oc2ccc(NC(=O)CCCN(C)C)cc2CC(=O)N([C@H](C)CO)C[C@@H]1C	-2.7
